HTR2A ag: mouse Htr2a agonists via beta-arrestin recruitment, primary screen, cell-based, luminescence | activation, % at 7.6 µM | 360,000 tested, 0.66% active | CHO-K1 mHTR2A beta-arrestin complementation; percent of 30 µM serotonin response;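 active means activation above a run cutoff, the mean activation of all tested compounds plus 3 SD, cut at about 14% in these data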;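 further: 0% = plate median of compound wells and 100% = 30 µM serotonin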
Target sequence (P35363 whole entry, looked up): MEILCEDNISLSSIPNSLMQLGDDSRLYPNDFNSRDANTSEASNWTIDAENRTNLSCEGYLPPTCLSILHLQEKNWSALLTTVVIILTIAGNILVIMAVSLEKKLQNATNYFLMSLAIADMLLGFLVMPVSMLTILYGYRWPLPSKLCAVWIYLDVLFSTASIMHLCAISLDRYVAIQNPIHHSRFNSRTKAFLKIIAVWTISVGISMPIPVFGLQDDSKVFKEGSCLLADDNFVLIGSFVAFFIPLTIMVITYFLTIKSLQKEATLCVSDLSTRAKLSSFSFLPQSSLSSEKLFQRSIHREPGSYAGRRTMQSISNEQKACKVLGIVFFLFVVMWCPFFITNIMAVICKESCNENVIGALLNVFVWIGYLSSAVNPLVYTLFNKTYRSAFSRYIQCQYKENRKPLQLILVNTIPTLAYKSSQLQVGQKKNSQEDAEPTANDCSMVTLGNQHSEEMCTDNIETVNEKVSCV
Exocytosis inh: LAMP-1 surface exposure blockers, TALL-104 cells – cell-based, flow cytometry, MLPCN library, primary screen. TALL-104 LAMP-1 surface exposure; cells stimulated with thapsigargin and PMA. inhibition, % at 10 µM. 360,000 tested, 0.66% active. AID 651702, 2012;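 active means inhibition above about 55%, limit read from the data; inconclusive means no clear call, values can overlap the other calls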
H9c2 protect: cardioprotection against H2O2-induced cell death, primary screen, uHTS, H9c2 cells, ATPLite luminescence | AID 588492, 2011 | H9c2 cardiomyocytes, H2O2 injury protection, 2 h | 360,000 tested, 0.63% active | protection from H2O2 cell death, % at 20 µM;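 active means compounds giving at least 50% protection of heart cells from peroxide-induced death in the single-dose screen, raw or plate-pattern-corrected value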;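 further: 0% = DMSO wells with peroxide and 100% = DMSO wells without peroxide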
ABCB6 inh 2: ABCB6 transporter inhibitors, primary screen, K562-ABCB6 cells, flow cytometry, MLPCN library | ATP-binding cassette sub-family B member 6 (Homo sapiens), Q9NP58 | fluorescence ratio to DMSO, % at 10 µM | K562-ABCB6 porphyrin accumulation, 1 h; active compounds read low | 360,000 tested, 0.19% active;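 active means fluorescence ratio to DMSO below 75%, the collection mean minus 3 SD; inconclusive means too few cells collected in the well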;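 further: signal is porphyrin accumulated inside mitochondria; 100% equals median channel fluorescence of DMSO control wells; lower ratio means ABCB6 inhibition with less porphyrin fluorescence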
MC4R antagonist: MC4R antagonists of cAMP signaling, primary screen, cell-based, TR-FRET, antagonist arm of biased-ligand search; Melanocortin receptor 4 (Homo sapiens), P32245; MC4R-expressing cells, MTII-stimulated cAMP, LANCE TR-FRET; inhibition, % at 6.5 µM; 360,000 tested, 0.48% active; AID 540295, 2011;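 active means inhibition above its plate's cutoff, the mean of tested wells on that plate plus 3 SD, cut at about 29% in these data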;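 further: 0% = Melanotan II alone and 100% = Melanotan II plus saturating MCL0020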
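Material: human MC4R-expressing U2OS cells. Probe or stimulus: Melanotan II challenge. Dosing: 6.5 µM single dose. Times: 30-min compound, 1-h challenge, 1-h detection, room temperature. Technique: TR-FRET with Eu-cAMP and labeled anti-cAMP, 671 nm. Replication: singlicate.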
PDI turbidity: inhibitors of human PDI, primary screen, biochemical, turbidity, single point, plate reader; 350,000 tested, 0.052% active; AID 588391, 2011; inhibition, % at 10 µM; PDI insulin aggregation turbidity, A650, 90 min; Protein disulfide-isomerase (Homo sapiens), P07237;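 active means mean inhibition across replicates of 30% or more, whatever share of single replicates reach that level; inconclusive means mean inhibition below 30% while every single replicate reaches 30%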;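 further: absorbance from insulin aggregation driven by PDI reduction with DTT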
Target sequence (P07237 whole entry, looked up): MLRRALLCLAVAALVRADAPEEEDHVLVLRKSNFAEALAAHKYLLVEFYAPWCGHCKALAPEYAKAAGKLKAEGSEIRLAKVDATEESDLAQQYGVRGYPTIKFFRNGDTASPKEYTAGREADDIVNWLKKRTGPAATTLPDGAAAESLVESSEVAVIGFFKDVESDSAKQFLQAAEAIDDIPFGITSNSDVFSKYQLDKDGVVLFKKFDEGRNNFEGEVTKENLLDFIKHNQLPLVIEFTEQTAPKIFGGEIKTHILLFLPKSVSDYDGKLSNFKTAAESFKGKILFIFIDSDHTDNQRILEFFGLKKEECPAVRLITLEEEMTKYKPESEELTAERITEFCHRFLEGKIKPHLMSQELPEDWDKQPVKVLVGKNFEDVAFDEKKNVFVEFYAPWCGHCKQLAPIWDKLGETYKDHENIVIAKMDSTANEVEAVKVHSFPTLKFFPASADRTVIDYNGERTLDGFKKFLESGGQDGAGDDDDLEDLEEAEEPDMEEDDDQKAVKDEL
CaV13 ICDI inh: Disruptors of the CACNA1D IQ motif to Ca2+-dependent inactivation inhibitor domain association, primary screening, Förster resonance energy transfer in intact living …; HEK cells, CFP/YFP FRET ICDI-IQ, plate reader, 10 min; percent FRET-ratio fall versus neutral wells; inhibition, % at 12.3 µM; 340,000 tested, 0.098% active;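 active means mean replicate inhibition of at least 30% and at least 1% of replicates passing that level; inconclusive means only one of the two criteria is met; inactive means neither criterion is met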;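 further: 0% = median of the neutral control wells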
N-glyco inh: increase of ERlucT glycosylation luciferase signal, primary screen, N-linked glycosylation inhibitor project, D54 ERlucT cells, luminescence, set 2; AID 588692, 2011; reporter increase, % at 12.5 µM; D54 ERlucT glycosylation luciferase reporter, 24 h; percent of 100 nM tunicamycin response; 360,000 tested, 0.23% active;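 active means mean luciferase reporter signal, scaled so untreated is 0 and the glycosylation-blocking control 100, at or above a set limit in every replicate; inconclusive means mean reaches the limit but not every replicate does; inactive means mean below the limit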;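 further: luciferase carries N-glycosylation sites so blocking glycosylation raises the light; 0% = median of neutral control wells and 100% = median of 100 nM tunicamycin wells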
ABHD5-PLIN5 inh: ABHD5-PLIN5 interaction inhibitors, primary screen, cell lysate, split luciferase complementation, luminescence | Split G. princeps luciferase complementation, 4 h | 360,000 tested, 0.78% active | inhibition, % at 4 µM;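 active means inhibition above the mean inhibition across every tested compound plus 3 SD, cut at about 22% in these data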;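 further: 0% = DMSO only wells and the 100% control is not disclosed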
MC4R ag barr: MC4R agonists recruiting beta-arrestin, primary screen, cell-based, luminescence, agonist arm of biased-ligand search; Melanocortin receptor 4 (Homo sapiens), P32245; U2OS MC4R beta-arrestin complementation; percent of melanotan II response, DMSO zero; activation, % at 8.9 µM; 360,000 tested, 0.98% active;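 active means activation above a per-plate cutoff, the mean activation of sample wells on that plate plus 3 SD, cut at about 8% in these data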
The depositor's hits bear a star; ? = inconclusive; · = no result given.

SMILES	HTR2A ag	Exocytosis inh	H9c2 protect	ABCB6 inh 2	MC4R antagonist	PDI turbidity	CaV13 ICDI inh	N-glyco inh	ABHD5-PLIN5 inh	MC4R ag barr
CCOC(=O)C1CCN(S(=O)(=O)c2ccc(CNC(=O)c3ccccc3)s2)CC1	-1	20	7	94	-3	-1	-4	0	-2	0.2
N#CCSc1nnc(Cc2cccs2)n1C1CCCCC1	3	4	6	97	6	-2	-3	0	10	0.2
COCCn1c(SCC(=O)NC(=O)NC(C)C)nc2ccccc21	4	-3	13	100	14	-9	0	0	-5	1.7
O=C(c1ccco1)N1CCN(C(c2cccs2)c2nnnn2C2CCCC2)CC1 (stereo unspecified)	6	1	-3	93	8	5	-9	-3	0	-1.3
CC(=O)NC(CC(=O)Nc1cccc(S(=O)(=O)N2CCOCC2)c1)c1ccccc1 (stereo unspecified)	-4	2	2	101	6	-5	-6	2	-5	-0.8
CCCCC/C=N\NC(=O)Cc1ccc([N+](=O)[O-])cc1	-1	3	7	97	6	9	-5	1	-1	-1.8
COc1cc(NC(=O)Cn2cnc(S(=O)(=O)N3CCOCC3)c2)cc(OC)c1OC	14	2	-1	97	2	3	-15	3	2	-2.5
O=C(O)C1CCC1C(=O)Nc1nc(-c2ccc(Cl)s2)cs1 (stereo unspecified)	4	7	4	108	27	-3	-5	1	2	1.9
Cc1oc(C(C)(C)C)cc1C(=O)Nc1ccc2c(c1)OCCO2	2	0	1	106	1	-1	·	-3	-1	1.4
Cc1ccc(OCC(=O)Nc2cccc3ccccc23)c([N+](=O)[O-])n1	-1	-1	2	94	0	14	-5	-1	6	-1.6
N/C(=N\OC(=O)c1ccco1)c1ccc(Br)cc1	-5	0	-4	113	7	2	2	-8	-4	0.3
CC1(c2nc3ccccc3[nH]2)CCC(=O)N1Cc1ccc(F)cc1 (stereo unspecified)	1	0	1	101	·	·	-4	0	-1	·
COCCNCCCOc1ccc(Br)cc1Cl	-3	7	13	97	-7	-1	-10	1	1	0.9
O=C(COC(=O)c1cc(=O)c2ccccc2o1)Nc1cc(Cl)ccc1Cl	1	-8	1	103	7	4	-3	-2	2	0.0
O=C(COc1ccccc1)NCC(=O)Nc1cccc2ccccc12	-1	1	0	99	1	-7	-5	1	4	1.4
Cc1cccc(-n2c(CNC(=O)COc3ccccc3)nnc2SCC(=O)Nc2nccs2)c1	5	3	2	96	1	-9	·	-1	8	1.6
COc1ccccc1-c1coc2c(CN(C)C)c(O)ccc2c1=O	2	19	-4	144	2	-10	-6	1	2	-0.6
COc1ccccc1-n1c(SCC(=O)Nc2cc(C)on2)nc2c(c1=O)SCC2	2	2	-4	95	9	4	-1	5	4	-2.6
O=C(Nc1cccc(NC(=O)c2ccccc2F)c1)c1ccccc1	-5	1	0	99	12	-1	-18	-3	-2	-1.2
Cn1ncc(Cl)c1C(=O)NC(=S)Nc1sc2c(c1C#N)CCCCC2	7	7	-14	89	4	7	-5	0	-5	-0.9
O=C(COc1ccc(F)cc1)OCCN1CCOCC1	1	-1	-1	95	4	-14	·	4	-1	-2.1
COc1cc(C2=NOC(C(=O)Nc3cccnc3)C2)cc(OC)c1OC (stereo unspecified)	7	0	1	101	-1	-14	-4	5	2	-3.0
Cc1noc(NS(=O)(=O)c2ccc(NC(=O)c3ccoc3C)cc2)c1C	-3	-6	7	102	4	3	-5	1	3	3.1
COc1ccc(/C(O)=C2/C(=O)C(=O)N(c3ncccn3)C2c2ccc(OC)c(OC)c2)cc1 (stereo unspecified)	-4	-1	8	102	3	-3	-6	1	1	-1.8
O=C(Nc1cccc(Cl)c1Cl)c1csc([C@H]2C[C@H](O)[C@@H](CO)O2)n1	-1	1	0	97	9	-5	-6	-1	-3	-0.4
Cc1cc(C)cc(C(=O)OCC(=O)NCc2ccco2)c1	9	-3	3	97	-10	6	-14	11	3	-0.1
Cc1cc(C)c(C(=O)CSc2nnc(C)s2)c(C)c1	4	-1	-3	97	-1	-3	6	1	3	-0.9
O=C(NC1(C(F)(F)F)C(=O)Nc2c1c(=O)[nH]c(=O)n2Cc1ccco1)C1CC1 (stereo unspecified)	-2	2	0	103	13	7	-5	1	-3	0.3
CSc1nc(Cc2ccccc2)nc2ccccc12	-1	-4	-4	105	6	-2	-1	-2	-8	-1.6
CCOc1ccc(S(=O)(=O)N2Cc3ccccc3CC2C(=O)O)cc1 (stereo unspecified)	3	-2	0	99	-1	-1	-6	0	0	-1.2
CCOc1cc(/C=N/NC(=O)C(C)Sc2ccccn2)ccc1O (stereo unspecified)	-1	-4	2	95	5	-4	-18	-1	-5	-2.6
COc1ccc(C(=O)NCC(=O)OCc2c(Cl)cccc2Cl)cc1OC	-7	-2	3	95	12	-6	-2	-1	4	1.9
COc1ccc(/C=C2\CCOC2=O)cc1	-3	0	4	98	-4	5	-4	2	-4	-3.0
COc1ccc(OC)c(C(C)NC(C)=O)c1 (stereo unspecified)	4	1	4	91	-4	6	-5	1	7	0.0
CCOC(=O)C=Cc1ccc(C(=O)OCC)[nH]1	-2	5	-3	98	-3	-8	-7	20	0	1.2
CCOC(=O)N1CCN(S(=O)(=O)c2ccc3c(c2)SC(C)C(=O)N3)CC1 (stereo unspecified)	3	1	-10	90	6	3	-5	1	-17	1.7
CN(C)S(=O)(=O)c1ccc(N2CCCC2)c(C(=O)NC2CCCCC2)c1	5	4	-3	102	-1	-2	-14	0	-7	-2.7
OCCN(CCO)c1ccc2ccccc2c1	-1	2	-3	97	2	4	-1	5	3	-1.7
NC(=O)NC(CC(=O)Nc1cccnc1)c1cccc(Br)c1 (stereo unspecified)	7	-8	-1	96	-6	-26	-2	3	4	-1.0
CC1=C(C(=O)Nc2ccc(C)cn2)C(c2cnn(C)c2)C2=C(CCCC2=O)N1 (stereo unspecified)	7	-4	-3	99	-1	-7	-3	2	-5	-1.5
CCCCc1c(O)nc(SCC(=O)Nc2cccc3ccccc23)n(-c2ccccc2OC)c1=O	-3	3	3	97	12	13	-3	2	-3	1.0
CC(=O)c1c(C)[nH]c(C(=O)NCc2ccccc2Cl)c1C	-3	2	4	95	12	0	-4	0	2	-1.8
Cc1cc([N+](=O)[O-])cc2c1NC(c1ccccn1)C1CC=CC21 (stereo unspecified)	-2	0	-1	102	-3	-7	4	4	-2	-0.9
COC(=O)C1CSC(C(=O)OC)N1C(=O)CN1CCN(c2ccccc2)CC1 (stereo unspecified)	1	-1	-3	114	-3	-1	-5	1	-2	0.8
O=C(NC1CC1)c1cccc(NC(=O)c2cnn(-c3ccccc3)n2)c1	-3	3	10	94	13	-3	-5	-1	6	3.9
CCOc1ccc(C(=O)NC(=S)NCCCN2CCOCC2)cc1	5	-1	-3	99	-7	18	·	-1	-2	0.8
CCOC(=O)C(C)n1ncn2cccc2c1=O (stereo unspecified)	-2	-2	23	101	9	4	·	1	5	-1.8
O=C(C(=O)N1CCN(C(=O)c2ccco2)CC1)c1cc2ccccc2o1	-1	-2	·	·	·	·	-7	·	-2	·
O=C(CCc1ccccc1)N/N=C/c1cc(Br)ccc1O	-3	-2	38	103	1	6	-4	-4	-5	15*
S=C(NCc1ccc(Cl)cc1)N1CCN(c2ccccn2)CC1	2	0	-13	96	-9	10	3	1	8	-2.7

Additional results.
SMILES	HTR2A ag	Exocytosis inh	H9c2 protect	ABCB6 inh 2	MC4R antagonist	PDI turbidity	CaV13 ICDI inh	N-glyco inh	ABHD5-PLIN5 inh	MC4R ag barr
Cc1ccc(OCCOCCNC(C)C)c(Br)c1	-3	-5	13	97	1	-8	·	2	0	1.2
O=C(CN1CCc2ccccc2C1)Nc1cccc(S(=O)(=O)N2CCOCC2)c1	1	-3	-1	101	-3	10	-4	-2	1	1.2
O=C(NC(=S)NNS(=O)(=O)c1ccccc1)c1ccc([N+](=O)[O-])cc1	0	-2	3	99	7	-16	-5	4	-13	-1.9
COCCCNC(=O)c1cc2c(s1)CS(=O)(=O)C2	-2	2	12	98	0	4	·	1	12	-1.4
O=C(c1cnn2c(C(F)F)cc(-c3ccccc3)nc12)N1CCN2CCCC2C1 (stereo unspecified)	-1	3	0	102	-1	-1	·	3	-3	-0.5
Cc1ccc(NC(=O)Cc2ccc3c(c2)OCCO3)cc1S(=O)(=O)N1CCCCC1	-7	?	-10	94	20	-4	-6	-3	-4	0.5
CCCNC(=S)NCCN1CCCCC1	3	0	0	95	-2	-1	-4	2	-3	-0.6
COc1ccc(CN(C(=O)c2cc(=O)c3cc(C)cc(C)c3o2)C2CCS(=O)(=O)C2)cc1 (stereo unspecified)	6	3	18	108	28	1	-4	1	-7	-0.8
Cc1ccc(NC(=O)CCSc2nnc3ccccn23)cc1	4	4	11	101	-2	3	-1	0	4	0.1
CCC(=O)Nc1ccc(Cl)c(NC(=O)C(C)C)c1	1	-1	4	96	5	-6	-9	2	8	-0.5
CCOC(=O)C1CCCN(S(=O)(=O)c2c(C)[nH]c(C)c2C(=O)N2CCCC2)C1 (stereo unspecified)	-1	-3	4	100	2	2	-5	-3	4	-1.4
CC1=CC=CC2=NC(=O)CC(C)(C(=O)N(CC(=O)NC3CCCC3)c3ccc(F)cc3)N12 (stereo unspecified)	2	-20	0	97	6	0	-7	3	8	0.4
COC(=O)c1ccc(S(=O)(=O)NNC(=O)c2ccc(S(=O)(=O)N3CCCCC3)cc2)cc1	3	-3	-2	88	5	-3	-6	2	-8	-1.1
N#CCCN(Cc1cccnc1)C(=S)NC(=O)c1ccc(S(=O)(=O)N2CCCC2)cc1	-3	1	5	93	16	2	-1	-2	-5	-2.6
Cc1cccc(NC(=O)Cn2c(=O)n(Cc3ccco3)c(=N)c3c4c(sc32)COC(C)(C)C4)c1	-6	-1	6	102	8	-3	·	-2	-2	0.5

Part of the list above, as labelled records:
Cc1cc([N+](=O)[O-])cc2c1NC(c1ccccn1)C1CC=CC21 (stereo unspecified)
  HTR2A ag: -2 | Exocytosis inh: 0 | H9c2 protect: -1 | ABCB6 inh 2: 102 | MC4R antagonist: -3 | PDI turbidity: -7 | CaV13 ICDI inh: 4 | N-glyco inh: 4 | ABHD5-PLIN5 inh: -2 | MC4R ag barr: -0.9

CC(=O)c1c(C)[nH]c(C(=O)NCc2ccccc2Cl)c1C
  HTR2A ag: -3 | Exocytosis inh: 2 | H9c2 protect: 4 | ABCB6 inh 2: 95 | MC4R antagonist: 12 | PDI turbidity: 0 | CaV13 ICDI inh: -4 | N-glyco inh: 0 | ABHD5-PLIN5 inh: 2 | MC4R ag barr: -1.8

Assay outcomes from PubChem BioAssay.
